From PubChem BioAssay
OX1R antag-1 – antagonists of human orexin 1 receptor (OX1R) | OX1R-expressing cells, FRET antagonist read-out | inhibition, % at 6.6 µM | 1.8% of 330,000 active | AID 485270; in the data active means inhibition mostly above about 38%, no sharp cut-off; inactive means mostly below about 40%;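 further: 0% = agonist challenge alone and 100% = reference antagonist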
Target sequence (O43613 whole entry, looked up): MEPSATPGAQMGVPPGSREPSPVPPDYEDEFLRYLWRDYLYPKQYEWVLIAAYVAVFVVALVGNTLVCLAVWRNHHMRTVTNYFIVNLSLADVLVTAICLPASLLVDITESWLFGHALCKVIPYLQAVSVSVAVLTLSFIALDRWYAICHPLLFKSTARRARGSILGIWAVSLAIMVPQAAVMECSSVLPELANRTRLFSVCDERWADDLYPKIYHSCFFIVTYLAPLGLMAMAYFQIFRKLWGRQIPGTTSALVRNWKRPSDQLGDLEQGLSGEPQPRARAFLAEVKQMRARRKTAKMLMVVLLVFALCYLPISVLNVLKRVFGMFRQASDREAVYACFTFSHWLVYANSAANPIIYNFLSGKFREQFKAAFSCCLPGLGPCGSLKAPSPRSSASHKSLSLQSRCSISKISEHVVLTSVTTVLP
OX1R antag-2 – human HCRTR1 antagonism; O43613; inhibition, % at 5 µM; AID 434989; 0.43% of 330,000 active; CHO/OX1R cells, Fluo-8 calcium fluorescence, orexin A;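 active means inhibition above its plate's threshold, mean inhibition of all tested compounds on the plate plus 3 SD, cut at about 37% in these data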;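 further: 0% = orexin A challenge wells and 100% = SB-334867-A antagonist wells; not every result past the cut was called active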
Starred values were filed as active, the others as inactive. Rows are unselected; any-hit rate near 2%.

Fields – OX1R antag-1, OX1R antag-2
CCN(CC)S(=O)(=O)c1ccc(N2CCOCC2)c(NC(=O)c2cccc3ccccc23)c1
  4.4, -15.4
COc1ccc(N2CCN(C(=O)CN3C(=O)c4ccccc4S3(=O)=O)CC2)cc1
  5.9, -16.0
COc1cc(S(=O)(=O)Nc2cccnc2)ccc1Cl
  20.0, -3.4
CCN1CCC2(CCN(C(=O)c3cc(COc4cc(C)ccc4C)on3)C2)C1 (stereo unspecified)
  5.2, -14.5
CCN1C(=O)C2CCCCN2c2ccc(C(=O)NCCOC)cc21 (stereo unspecified)
  0.4, -11.9
O=C(NCc1cccc(F)c1)C1CCC(=O)N(CCCN2CCOCC2)C1 (stereo unspecified)
  17.5, -8.0
CCOC(=O)c1cc(-c2ccc(Cl)s2)[nH]n1
  5.7, -8.7
COc1ccc(C(C(=O)Nc2ccc(F)cc2)N(C(=O)Cn2nnc3ccccc32)C2CC2)cc1 (stereo unspecified)
  13.0, -3.5
COc1ccc(NC(=O)Cn2nnc(C(=O)Nc3ccc(F)c(Cl)c3)c2N)cc1OC
  8.5, -17.3
COc1ccc2c(c1)c1nnc(SC)nc1n2C
  48.5*, -1.2
Cc1ccc(C)c(N=C2CCCN2Cc2ccccc2)c1C#N
  10.2, -3.1
O=S(=O)(Nc1ccc2nc(N3CCOCC3)sc2c1)c1ccc(Cl)cc1
  -2.9, -8.1
Cc1cc(C)c(C#N)c(N)n1
  26.7, -19.0
CC1CCC2(CC1)NC(=O)N(CC(=O)N1CCN(S(=O)(=O)c3ccc4c(c3)CCC4)CC1)C2=O (stereo unspecified)
  6.6, -26.3
c1nc(NC2CCCC2)c2[nH]cnc2n1
  4.3, -12.3
Cc1ccccc1-c1nc(-c2ccc(NC(=O)c3cccs3)cc2)no1
  51.5, -1.7
COc1ccccc1/C=C/C=C(\C#N)C(=O)NC(C)c1ccccc1 (stereo unspecified)
  24.4, -31.8
COc1cc(CC(=O)N2CCN(S(=O)(=O)c3ccc(C)cc3)CC2)cc(OC)c1OC
  -0.2, -32.7
O=C(CN1C(=O)C2CCCCC2C1=O)OCC(=O)c1ccc(F)cc1 (stereo unspecified)
  2.6, -13.9
CC1CCCC(C)N1CCCNC(=O)CCn1c(=O)c2cccn2c2cccnc21 (stereo unspecified)
  31.5, -8.0
O=C(Nc1ccccc1)c1nnsc1S(=O)c1ccc(Cl)cc1 (stereo unspecified)
  33.3, 24.9
COc1cccc(/C=N/NC(=O)c2ccc(CN3c4cccc5cccc(c45)S3(=O)=O)cc2)c1
  25.5, -4.3
CC(C)NC(=O)CC(=O)N/N=C/c1ccccc1F
  5.9, -12.0
CCCCCN(C(=O)CCC(=O)OCc1ccc(C(C)C)cc1)c1c(N)n(CCCC)c(=O)[nH]c1=O
  7.8, -26.6
COc1ccc(CN(C)C(=O)CCN=C2NS(=O)(=O)c3ccccc32)c(OC)c1
  -1.4, -9.1
Cn1c(=O)c2sccc2n2c(CCCC(=O)Nc3ccccc3)nnc12
  15.5, -13.1
COc1ccc(C(=O)Nc2ccc(C(=O)NCCc3ccc(OC)c(OC)c3)cc2)cc1
  20.7, -16.2
O=C(CN1C(=O)CCSc2ccccc21)Nc1cccc(F)c1
  13.3, -11.4
C=CCn1c(=O)c2ccc(C(=O)NCc3ccccc3)cc2n(Cc2ccccc2Cl)c1=O
  12.4, -8.8
CCN(CC)CCN1C(=O)C(O)=C(C(=O)c2cc3ccccc3o2)C1c1cccnc1 (stereo unspecified)
  11.0, -7.5
CC1CCCC(NC(=O)c2ccc3c(c2)OCO3)C1C (stereo unspecified)
  16.7, -14.6
O=C(NCc1ccccc1Cl)c1cccc(C(F)(F)F)c1
  44.5, -21.2
O=C1N/C(=C/c2cccs2)C(=O)N1Cc1ccc(Br)cc1
  4.2, -19.2
Cc1cccc(N2CCN(C(=O)COc3ccc4c(c3)CCC4)CC2)c1C
  18.2, -18.5
CCOC(=O)c1cnn2c(C(F)(F)F)cc(-c3cn(C)nc3C)nc12
  15.8, -3.0
Cc1ccc2nc(NC(=O)CN3CCN(c4ccccn4)CC3)sc2c1
  -6.4, -38.6
CC1CCCCC1NC(=O)c1cc2ccccc2o1 (stereo unspecified)
  8.2, -16.9
Cc1ccc(NC(=O)CCC(=O)NNC(=O)c2cccc([N+](=O)[O-])c2)cc1C
  20.8, -8.8
COC(=O)C1C(c2ccc(OC)c(OC)c2)NC(c2ccc(OC)c(OC)c2)C(C(=O)OC)S1(=O)=O (stereo unspecified)
  6.5, -15.9
COc1ccc(NS(=O)(=O)c2ccc(NC(=S)NC(=O)c3ccc(Br)cc3)cc2)nn1
  7.3, -5.3
C=CCn1c(SCC(=O)N2CCCCC2)nc(O)cc1=O
  1.1, -4.8
COC1=C(Nc2ccc(OC)cc2)C(=O)c2ccccc2C1=O
  52.2, -2.8
Cc1ccc(Cn2ccc(C3CC3)n2)cc1
  16.8, 4.9
COc1cccc2cc(C(=O)C3=C(O)C(=O)N(c4cc(C)on4)C3c3cccs3)oc12 (stereo unspecified)
  28.6, -18.8
CC(=O)Nc1ccc(NC(=O)C(C)OC(=O)C2CC3C=CC2C3)cc1 (stereo unspecified)
  6.4, -1.1
C/C=C1\COC(C(=O)NCc2cccc(OC)c2OC)(C(F)(F)F)C=C1C=C1CCCCC1 (stereo unspecified)
  29.6, 12.3
O=C1Nc2ccccc2N(O)N1c1ccc(S(=O)(=O)Nc2ccccn2)cc1
  7.9, -12.2
COc1ccc(Cn2c(C3CC3)nc3ccc(NC(=O)c4cccnc4)cc3c2=O)cc1
  32.8, -33.8
Cc1c(NC(=O)CCSc2ccc(Cl)cc2)c(=O)n(-c2ccccc2)n1C
  14.4, -15.2
CCN(CC(=O)Nc1ccc(Cl)c(S(=O)(=O)N(C)C)c1)Cc1nc2ccccc2c(=O)[nH]1
  14.5, -27.0
O=C(N/N=C1\CCS(=O)(=O)c2ccc(F)cc21)c1ccc(O)cc1
  7.3, -1.4
CCC1(c2ccccc2)NC(=O)N(CC(=O)NCc2ccccc2OC)C1=O (stereo unspecified)
  21.4, -4.4
CCOC(=O)Cn1nnc(-c2ccc(SC)cc2)n1
  18.1, -9.6
COc1ccccc1C(C)NC(=O)c1ccccc1SCC(=O)N1CCCC1 (stereo unspecified)
  14.2, -15.9
COc1ccc(OCCSc2nc3ccccc3n2CCC(=O)O)cc1
  54.5*, 23.4
Cc1ccc(C)c(S(=O)(=O)N2CCN(C(=O)c3ccc4ccccc4n3)CC2)c1
  2.6, -20.1
CS(=O)(=O)N(CC(=O)Nc1ccc2c(c1)OCO2)Cc1ccc(Cl)cc1
  39.6, 15.7
CCC(C)(C)C1CCC2(CC1)NC(=O)N(CC(=O)NCCCc1ccccc1)C2=O (stereo unspecified)
  1.8, -49.6
Cc1nc(SCC(=O)N(C)Cc2ccco2)c2c(C)c(C)sc2n1
  20.5, -31.8
O=C(CSc1nnc(CNC(=O)c2ccccc2F)o1)Nc1ccc2c(c1)OCCO2
  25.9, -24.6

Some of these compounds in order of their number in OX1R antag-1, smallest number first:
structure | OX1R antag-1 | OX1R antag-2
CC(=O)Nc1ccc(NC(=O)C(C)OC(=O)C2CC3C=CC2C3)cc1 (stereo unspecified) | 6.4 | -1.1
COc1ccccc1C(C)NC(=O)c1ccccc1SCC(=O)N1CCCC1 (stereo unspecified) | 14.2 | -15.9
COC1=C(Nc2ccc(OC)cc2)C(=O)c2ccccc2C1=O | 52.2 | -2.8

More compounds
Fields – OX1R antag-1, OX1R antag-2
Cc1ccc(N(CC(=O)NCCc2ccccc2)C(=O)CCC(=O)Nc2cc(C)ccn2)cc1
  31.6, -38.8
Cc1ccc(-n2c(C)cc(C(=O)Cn3nc(C(=O)O)c4ccccc4c3=O)c2C)cc1
  33.5, 0.4
O=C(Cn1nc(Cl)nc1Cl)c1cc2ccccc2oc1=O
  4.6, -20.1
CC1(C)CC(=O)C2=C(C1)OC(/N=C/N1CCCC1)=C(C#N)C2c1ccccc1 (stereo unspecified)
  8.6, -24.6
CC(/C=N/NC(=O)c1cc(-c2cccnc2)nc2c1c(C)nn2-c1ccccc1)=C\c1ccccc1
  10.2, -23.6
Cc1ccc(C(=O)NC(=S)Nc2cccc3nsnc23)cc1
  19.8, -22.4
CC(C)[C@H](NC(=O)N1c2ccccc2NC(=O)[C@@H]1C(C)C)C(=O)N[C@H](Cc1ccccc1)C(=O)O
  13.2, -5.1
O=C(COC(=O)c1ccc(O)cc1O)NC1CCS(=O)(=O)C1 (stereo unspecified)
  -2.8, -8.2
CC(C)CN(C(=O)c1ccc(Br)o1)C1CCS(=O)(=O)C1 (stereo unspecified)
  16.9, -8.5
Cc1nc2cc(N3CCOCC3)c(NC(=O)C3CC3)cc2c(=O)n1Cc1ccccc1
  8.3, -13.7
COc1ccc(NCc2nnc(SCC(=O)c3ccc(OC)cc3)o2)cc1
  8.0, -35.4
COC(=O)/C=C/C(=O)Nc1ccc(O)c(Cl)c1
  12.6, 3.3
Cc1ccc(CCNC(=O)C2CCC(=O)N2Cc2cccnc2)cc1 (stereo unspecified)
  12.7, -15.7
Cc1cc(NC(=O)c2ccc3c(c2)C(=O)N(Cc2ccccc2)C3=O)no1
  11.7, 0.5
C=CCOC(=O)/C(=C\c1ccccc1)NC(=O)c1ccc(C)cc1
  10.4, -18.8
COc1ccc(-n2cnc3cc(C(=O)NC4CCCC4)ccc32)cc1
  1.1, -26.5
O=C(Cn1ccc(=O)[nH]c1=O)Nc1ccc(C(=O)O)c(O)c1
  -6.4, -0.3
CCN1CCCC(OC(=O)c2cc(-c3ccccc3Cl)nc3ccccc23)C1 (stereo unspecified)
  14.1, -25.5
O=C(Nc1ccc(Cl)cn1)c1ccc2nccnc2c1
  44.5, -17.8
Cc1ccc(N2C(=O)CC(C)CC2=O)cc1
  -1.8, 1.7
Cc1ccc(NC(=O)/C(=C/c2ccncc2)NC(=O)c2ccccc2)cc1
  -0.7, -11.6
CC1CCCN(C(=O)CSc2cnc3ccccc3n2)C1 (stereo unspecified)
  10.2, -5.4
Cc1cc(=O)oc2c(C)c(OC(C)C(=O)Nc3ccc(N4CCC(C)CC4)cc3)ccc12 (stereo unspecified)
  11.0, -5.5
CCOc1ccc(NC2=NC(C)(C)N=C(N)N2)cc1
  34.8, -15.4
O=c1[nH]c(SCC2CCCCO2)nc2ccccc12 (stereo unspecified)
  5.6, -4.3
COc1cc(OC)c2ccc(=O)oc2c1
  11.4, -2.6
Cc1ccsc1CN(C)C(=O)C1CCC(=O)N(CCc2cccc(F)c2)C1 (stereo unspecified)
  15.4, -19.9
O=c1oc(-c2ccc(Br)o2)nc2ccccc12
  19.1, -5.3
O=C(Nc1ccccc1F)c1cc(-c2ccco2)nc2ccccc12
  26.6, -34.0
Cc1cc(C)n(C(=O)CNC(=O)c2ccc(C(C)(C)C)cc2)n1
  -2.5, 11.7
COc1ccc(C2(C(=O)Nc3ccccc3)CCOCC2)cc1
  11.9, -6.8
CCOc1cc(C(C(=O)NCC2CCCO2)N(C(=O)Cn2nnc3ccccc32)c2ccc(C(C)=O)cc2)ccc1O (stereo unspecified)
  12.0, -14.5
COc1cc(NC(=O)C2CC2)c(C(=O)O)cc1OC
  4.9, -7.5
Cc1ccnc(NC(=O)Nc2cccc(F)c2)c1
  29.8, -1.7
O=C(NCCc1ccco1)C(=O)NCC1CCCN1S(=O)(=O)c1ccccc1 (stereo unspecified)
  29.6, 22.3
COc1cc(SC)ccc1C(=O)N1CCN(c2ccccc2OC)CC1
  33.2, -26.0
Cc1ccc(S(=O)(=O)NCCSc2nnnn2-c2ccc(C(N)=O)cc2)cc1
  2.5, -10.8
Fc1ccc(C(c2nnnn2Cc2cccs2)N2CCN(c3ccccc3)CC2)cc1 (stereo unspecified)
  24.0, -32.1
Cn1cc([N+](=O)[O-])c(C(=O)NCc2cc3cc(Cl)ccc3[nH]2)n1
  23.3, 12.4
CSC1=NCCN1C(=O)c1ccc2c(c1)OCO2
  23.4, -14.0
COc1ccc(C2CC(c3cccs3)=NN2c2nc(-c3ccccc3)cs2)cc1OC (stereo unspecified)
  7.1, -18.3
CCC(=O)N1c2ccc(S(=O)(=O)N3CCN(c4cc(C)ccc4C)CC3)cc2CC1C (stereo unspecified)
  17.8, -10.3
CCCCNC(=S)N(CCN(CC)CC)Cc1cc2cc3c(cc2[nH]c1=O)OCCO3
  24.4, -30.4
C/C(N)=C(/C#N)C(=O)CSc1nnc(Nc2cccc(C)c2)s1
  14.3, -7.5
C=CCn1c(Cc2cccs2)nnc1SCC(=O)c1cccc(Br)c1
  15.1, -20.0
Cc1cccc(OCC(=O)NS(=O)(=O)c2ccc(Br)cc2)c1
  35.8, -7.4
O=C(Nc1ccn(Cc2c(F)c(F)cc(F)c2F)n1)c1ccc(COc2cc(Cl)ccc2Cl)o1
  14.4, -11.7
C#CCOCCOCCOCCNc1nc(N2CCN(C(=O)[C@H](CCCCN)n3cc([C@@H](N)C(C)CC)nn3)CC2)nc(N2CCN(C(=O)[C@H](Cc3cc4ccccc4[nH]3)n3cc([C@@H](N)CC(C)C)nn3)CC2)n1 (stereo partly specified)
  19.0, -4.8
COc1ccc(C(=O)NCc2ccc3[nH]c(C)cc3c2)cc1OC
  15.0, 5.5
CC(=O)N1CN(C2CCCC2)Cc2c1sc1c2CCCC1
  11.9, -24.5
